# Bioassay records (PubChem BioAssay)
# USP2a inh: blocks human ubiquitin-specific protease USP2a | USP2 core, Ub-CHOP2 coupled fluorogenic reporter, 485/531 | Potency, µM (titrated, usually from 38.3 µM), for inactives: at the highest dose activity change, negative = inhibition, most hits filed as inhibitors | AID 463254 | 330,000 compounds, 0.01% hits;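 note: potency is the fitted concentration of half-maximal effect; plate controls were DMSO wells for no effect and full inhibition by NEM control for full effect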
#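 USP2 core (10nM final) preincubated 30min RT with compound in 20mM Tris-HCl pH 8.0, 2mM CaCl2, 2mM beta-mercaptoethanol, 0.05% CHAPS; 25nM Ub-CHOP2 plus 25nM reporter substrate added, fluorescence (Ex485/Em531) read after 60min.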
# Eya2 phos inh: inhibitors of human Eya2 phosphatase activity. O00167. Potency, µM (titrated, usually from 76.9 µM), inactives show at the top dose activity, negative = inhibition, actives largely listed as inhibitors. recombinant Eya2, OMFP fluorescence dephosphorylation (OMFP is methylfluorescein phosphate). 330,000 compounds, 0.006% hits. AID 488837; note: potency is the fitted concentration of half-maximal effect
# Target sequence (O00167 whole entry, looked up): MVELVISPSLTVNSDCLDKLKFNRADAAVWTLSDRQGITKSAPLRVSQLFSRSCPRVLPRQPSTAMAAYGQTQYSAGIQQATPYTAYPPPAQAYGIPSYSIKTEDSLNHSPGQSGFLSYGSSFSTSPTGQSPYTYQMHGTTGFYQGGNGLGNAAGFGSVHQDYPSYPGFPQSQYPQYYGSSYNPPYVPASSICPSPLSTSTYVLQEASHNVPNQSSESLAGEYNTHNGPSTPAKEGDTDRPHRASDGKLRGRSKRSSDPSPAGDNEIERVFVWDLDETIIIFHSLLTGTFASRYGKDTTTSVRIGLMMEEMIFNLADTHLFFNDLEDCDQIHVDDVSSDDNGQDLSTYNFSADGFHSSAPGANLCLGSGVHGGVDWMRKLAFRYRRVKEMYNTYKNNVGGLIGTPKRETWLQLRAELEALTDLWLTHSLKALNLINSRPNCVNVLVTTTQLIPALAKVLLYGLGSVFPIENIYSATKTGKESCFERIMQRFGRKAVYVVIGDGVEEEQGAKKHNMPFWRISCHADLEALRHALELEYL
#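 Eya2 (0.2 uM) preincubated 10 min at ambient with compound, then OMFP substrate added at 50 uM; 10 min reaction in 50 mM HEPES pH 7.5, 50 mM NaCl, 5 uM MgCl2, 0.05% BSA, 1 mM DTT. Fluorescence read at Ex 485/Em 525 nm.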
# uPA generation: inhibitors of cell surface uPA generation | AID 540303 | 330,000 compounds, 0.31% hits | Potency, µM (doses to about 38.3 µM), for inactives: top-dose activity change, negative = inhibition, actives largely listed as inhibitors | cell surface uPA generation assay, qHTS; active = well fitted inhibition curve with a large enough effect; inconclusive = small, poorly fitted or top-dose-only effect; inactive = no such curve, though single readings can be large or run the other way; tested in mouse RAW 264.7 cells; note: potency is the fitted concentration of half-maximal effect; nearly all actives have a fitted effect of over 55% in size
# KCNH2 3.1 inh: inhibitors of human KCNH2 3.1 potassium channel isoform. U2OS KCNH2 3.1, thallium flux FluxOr; active compounds read low. activity change, % (tested at about 1.8 µM). 340,000 compounds, 0.95% hits;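 active = maximum activity change below -70%; inconclusive = maximum activity change from -70% to -50%; inactive = maximum activity change above -50%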;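 note: thallium influx rate constant from kinetic fluorescence after stimulation buffer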
#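 Kinetic fluorescence (2 min after stimulation buffer) measures Tl+ influx through KCNH2 3.1 expressed by viral transduction in U2OS cells; the rate constant is normalized against DMSO controls serving as positive and negative references.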
# FBPA coupling cs: counter-screen for Giardia aldolase inhibitors: coupling enzyme system. coupling enzyme system counterscreen, AmpLite Red fluorescence. activity change, negative = inhibition, % at 58.2 µM, hits read low. 290,000 compounds, 0.67% hits; in the data active = activity change below about -30%
#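 Compounds tested against the coupling enzymes alone at 57.5 uM final; readout was AmpLite Red fluorescence (525/598 nm) after 20 min at RT.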
# hERG WT inh: inhibitors of human wildtype KCNH2 potassium channel. U2OS, BacMam KCNH2, thallium flux FluxOr; active compounds read low. activity change, % at 1.84 µM. 340,000 compounds, 0.37% hits. AID 720551;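 active = maximum activity change below -70%; inconclusive = maximum activity change between -70% and -50%; inactive = maximum activity change above -50%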
#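 U2OS cells transduced with wild-type KCNH2 virus are loaded with FluxOr dye for 45 min, and thallium flux is measured in kinetic reads before and after stimulation buffer. Rate constants are normalized to DMSO controls.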
# Giardia kill: kills Giardia lamblia; Giardia lamblia trophozoite viability; activity change, % at 7.66 µM, hits read low; 340,000 compounds, 0.15% hits; AID 540267; in the data active = activity change below about -80%; inconclusive = between about -30% and that limit;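 note: parasites exposed to compound for two days anaerobically before the ATP read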
#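 Giardia lamblia trophozoites (100 cells/well) were incubated with compounds for 48 h at 37 deg C under anaerobic conditions. Viability was read as ATP content by one-step luminescence after 15-30 min at room temperature.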
# B2AR arrestin: beta2AR (human) beta-arrestin recruitment activity | beta-arrestin recruitment to beta2AR, cell-based reporter | Potency, µM (series often up to 46.1 µM), inactives show top-dose activation, actives largely listed as activators | 330,000 compounds, 0.02% hits | AID 492947;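 note: potency is the fitted concentration of half-maximal effect; 0% = DMSO controls and full agonism = EC100 isoproterenol or metaproterenol; nearly all actives have a fitted effect of over 65% in size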
# PKM2 activator: increases activity of human pyruvate kinase M2. purified PKM2, Kinase-Glo ATP luminescence, activation; response scale: 0% is enzyme alone, no compound. P14618. Potency, µM (top dose mostly 57.5 µM), without a hit: at the top dose activation, hits mostly activators. 260,000 compounds, 0.34% hits; note: potency is the fitted concentration of half-maximal effect; nearly all actives have a fitted effect of over 55% in size
#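 ATP formation by purified human PK-M2, quantified via coupled luciferase luminescence after 1 h at room temperature with 0.1 mM ADP and 0.5 mM PEP final.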
# GALK inhibitor: galactokinase (human) inhibition; Purified GALK, Kinase-Glo residual ATP luminescence; Potency, µM (doses to about 57.5 µM), inactives show top-dose activity change, negative = inhibition, usual class: inhibitors; 270,000 compounds, 0.007% hits; AID 1868; note: potency is the fitted concentration of half-maximal effect
# Target sequence (P51570 whole entry, looked up): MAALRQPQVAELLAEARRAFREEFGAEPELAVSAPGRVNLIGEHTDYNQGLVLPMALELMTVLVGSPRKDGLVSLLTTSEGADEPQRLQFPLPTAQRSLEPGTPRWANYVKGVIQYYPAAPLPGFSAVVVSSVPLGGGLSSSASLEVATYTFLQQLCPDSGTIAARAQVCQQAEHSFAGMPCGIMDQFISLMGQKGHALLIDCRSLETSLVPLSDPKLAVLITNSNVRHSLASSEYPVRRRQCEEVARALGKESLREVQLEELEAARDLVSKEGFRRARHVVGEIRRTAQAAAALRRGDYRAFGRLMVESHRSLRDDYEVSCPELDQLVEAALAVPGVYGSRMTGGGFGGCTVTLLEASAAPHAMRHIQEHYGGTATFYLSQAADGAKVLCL
#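 Compounds were pin-transferred into ATP buffer (35 uM final), then GALK plus galactose (5 nM, 100 uM final) was added. After 1 h at room temperature, Kinase-Glo Plus was added and luminescence read after 10 min.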
# Chronic BCR inh: chronic active BCR signaling inhibition; 340,000 compounds, 0.05% hits; ABC-DLBCL IkBa-CBG/CBR reporter, luminescence ratio, 4 h; AID 493014; Potency, µM (top dose mostly 46.1 µM), inactives show at the highest dose ratio change, negative = lower green/red ratio, actives largely listed as inhibitors; active = well fitted inhibition curve with a large enough effect in the signal ratio, with a control signal flat, not every such curve was filed as active; inconclusive = small, poorly fitted or top-dose-only effect, or effect the other way, or a change in a side signal; the % refers to the signal ratio;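 note: potency is the fitted concentration of half-maximal effect; plate controls were basal doxycycline-induced cells for no effect and cells given 10 µM MG132 for full effect; MG132 reads +100%, hits lower the ratio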
#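 Doxycycline induced both beetle luciferases in TMD8 lymphoma cells; IKK-driven degradation limits the IkappaBalpha-fused green signal, while red luminescence normalises for cell number and nonspecific effects. Compounds tested up to 46 uM, 4 hrs.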
# Starred values were filed as active, the others as inactive; ? = inconclusive; . = not tested or not shown; & = joins results of further samples. Unless noted, calls come from the whole dose curve; as a rule, active = well fitted curve in the direction sought with a large enough effect; inconclusive = small, poorly fitted or top-dose-only effect, or another doubt; inactive = no such curve, though single readings can be large; an effect the other way counts as inactive or inconclusive. Unless noted, % is set by controls: 0 for no effect and ±100 for the full control effect. Outcome played no part in choosing rows, and some 2.4% of all compounds hit somewhere here.
SMILES,USP2a inh,Eya2 phos inh,uPA generation,KCNH2 3.1 inh,FBPA coupling cs,hERG WT inh,Giardia kill,B2AR arrestin,PKM2 activator,GALK inhibitor,Chronic BCR inh
CC1Cc2ccccc2N1C(=O)Cn1c(=O)oc2cc(S(=O)(=O)N3CCCCC3)ccc21 (stereo unspecified),-14%,-8%,-14%,-4,-1,4,12,-1.2%,22%,1%,-12%
CCCN1CCC(=NNC(=O)c2ccc(Br)o2)CC1,0%,0%,7%,-5,1,-8,14,-0.5%,-1%,.,?
O=C(Oc1coc(CSc2nnc(NC(=O)c3cccs3)s2)cc1=O)c1ccccc1,0%,-2%,2%,16,7,-2,3,-0.5%,4%,-8%,-20%
CCc1nnc(NC(=O)CN2CCCC(C)C2)s1 (stereo unspecified),0%,-4%,17%,-5,-4,-6,-26,-0.7%,0%,-1%,3%
CCOC(=O)c1c(NC(=O)COC(=O)CCNS(=O)(=O)c2ccccc2)sc(C(=O)N(C)C)c1C,1%,-4%,-3%,15,.,12,-4,-0.5%,.,.,?
CC(C)CCn1c(SCCc2ccccc2)nc2c1c(=O)[nH]c(=O)n2C,-2%,11%,-4%,-2,-1,5,-2,-0.1%,-2%,-2%,?
CCCc1ccc2oc(C(=O)N3CCN(c4cnccn4)CC3)c(C)c2c1,-6%,-21%,0%,-6,.,-15,30,-0.1%,0%,6%,?
O=C(Cc1ccc(Cl)cc1)NCCS(=O)(=O)N1CCN(c2ccccc2)CC1,0%,6%,1%,4,.,-15,-11,0.0%,.,.,0%
CCN(CC)CCn1cnc2c1c(=O)[nH]c(=O)n2Cc1ccccc1,0%,8%,-2%,2,2,-7,22,-1.1%,.,9%,1%
O=C(C1CCC(CNS(=O)(=O)c2cccc3cccnc23)CC1)N1CCc2ccccc21 (stereo unspecified),-2%,8%,3%,-5,1,2,0,0.1%,7%,2%,-15%
S=C(NCCC1=CCCCC1)Nc1ccc(Cl)cc1,2%,2%,0%,-2,-1,2,-4,-1.9%,-14%,.,?
CCCS(=O)(=O)N1CCN(C(=O)c2ccc(-c3ccccc3)cc2)CC1,3%,-26%,1%,-7,2,3,12,-1.1%,-6%,1%,-15%
O=C(O)CSc1sc(=S)sc1SCC(=O)O,-1%,-1%,2%,10,14,0,6,0.4%,1%,4%,0%
O=C(O)c1cccc(-n2cccc2/C=C\[N+](=O)[O-])c1,-1%,-9%,-5%,12,0,4,8,0.4%,2%,1%,?
CSc1ccc(S(=O)(=O)NCC(=O)OC2CCOC2=O)cc1[N+](=O)[O-] (stereo unspecified),0%,21%,-1%,-2,.,-3,2,0.0%,.,.,-5%
COc1cc(C(=O)Nc2nnc(CC(=O)N3CCOCC3)s2)cc(OC)c1OC,-3%,3%,2%,-1,1,-1,-4,-0.4%,-3%,0%,-11%
O=C(c1ccc2c(c1)OCO2)N1CCCC1,1%,2%,-12%,-3,-2,-12,22,-0.1%,1%,-1%,-1%
COc1cc(OC)c2c(-c3cccc(-c4ccc(C(F)(F)F)cc4)c3)cc(=O)oc2c1,-1%,5%,?,-10,-3,2,1,-0.8%,.,.,?
Cc1ccc(S(=O)(=O)N(C)CC(=O)NCCCn2nc(C)cc2C)cc1,-1%,-11%,?,23,.,3,18,-0.1%,.,.,5%
COc1ccc(-n2ncc3c(=O)n(Cc4c(F)cccc4Cl)cnc32)cc1,-1%,-17%,-1%,0,0,0,-11,0.2%,-5%,-1%,-1%
O=C1CSC(c2cn(-c3ccccc3)nc2-c2cc3ccccc3oc2=O)N1Cc1ccccc1 (stereo unspecified),3%,-16%,-16%,-48,-8,-9,-1,-0.1%,1%,1%,-8%
Nn1c(SCc2cn3cc(Cl)ccc3n2)nnc1-c1ccncc1,3%,0%,2%,7,2,-2,-5,0.0%,17%,-2%,0%
O=C(COc1ccc(S(=O)(=O)N2CCCCC2)cc1)NCC1CCCO1 (stereo unspecified),1%,-5%,1%,0,1,9,-10,-0.7%,-7%,8%,0%
COc1ccc(F)cc1C(=O)C1CCCN(C(=O)Cc2c(C)noc2C)C1 (stereo unspecified),1%,0%,-1%,21,8,-20,12,4.5%,?,1%,-2%
O=S(=O)(NCc1cccs1)c1cccc(S(=O)(=O)N2CCCCC2)c1,-4%,-6%,-6%,-3,-2,5,-8,0.1%,6%,4%,-2%
SMILES,USP2a inh,Eya2 phos inh,uPA generation,KCNH2 3.1 inh,FBPA coupling cs,hERG WT inh,Giardia kill,B2AR arrestin,PKM2 activator,GALK inhibitor,Chronic BCR inh
O=C(O)CCc1nc(-c2ccc(Cl)cc2)no1,-2%,4%,6%,-3,8,0,14,-3.7%,-7%,-3%,?
COc1cccc(NS(=O)(=O)c2ccc3[nH]cc(C(=O)NCCN4CCOCC4)c(=O)c3c2)c1,3%,3%,6%,2,0,1,-9,0.0%,30%,0%,6%
CCN1CCN(C(=S)c2ccc(Cl)c(Cl)c2)CC1,4%,0%,-3%,-2,-1,-5,-2,0.1%,0%,-2%,?
O=C(COc1ccc2c3c(c(=O)oc2c1)CCCC3)NCc1ccccn1,1%,0%,2%,8,.,-10,-4,0.3%,.,2%,3%
Cc1cccc(-n2nnc(C(=O)N3CCc4ccccc4C3)c2N)c1,2%,-8%,0%,-13,0,-13,-17,-0.1%,0%,-2%,?
O=C(Nc1cccc(F)c1)c1coc(=O)c(Br)c1,1%,-15%,1%,0,-5,-10,12,0.0%,1%,0%,?
CCCCCCCCOC(=O)CCc1c(C)[nH]c(=S)[nH]c1=O,1%,-1%,8%,-12,4,-2,-2,-0.7%,15%,-2%,9%
COc1cccc(/C=C/C(=C2/C(=O)N(c3ccccc3)N=C2C)c2ccc(Br)cc2)c1OC,4%,-2%,6%,9,-3,1,-19,-0.3%,-9%,1%,-6%
O=[N+]([O-])c1ccc(CCn2ccnc2)cc1,0%,-12%,-2%,5,-1,7,12,-1.0%,.,0%,?
Cc1ccc(S(=O)(=O)Nc2cc(=O)[nH]c(SCc3ccccc3Cl)n2)cc1,1%,-1%,0%,-31,2,1,-6,-0.4%,-1%,.,1%
CN(CC(=O)Nc1ccc(F)cc1)C(=O)COC(=O)Cc1cccs1,3%,-14%,2%,5,.,0,-2,0.1%,.,.,-20%
Cc1ccc(NC(=O)OCCN2CCN(Cc3ccccc3)CCC2=O)cc1C,0%,-6%,6%,.,5&0,.,10,-3.4%,0%,.,5%
C/C(=N\NC(=O)c1nnn(-c2nonc2N)c1CSc1ccc(Cl)cc1)c1ccco1,-5%,8%,8%,-19,0,-13,-9,-0.1%,.,3%,0%
Cn1cc(C(=O)c2ccc(Cl)cc2Cl)cc1C(=O)N/N=C(\N)COc1ccccc1,0%,12%,-4%,-12,1,2,5,-0.1%,3%,1%,8%
CC(C)n1c(SCC(=O)N2CCCC2)nc2c1c(=O)n(C)c(=O)n2C,2%,-1%,-9%,1,0,-26,9,-0.9%,-3%,-2%,?
COc1ccc(C(=O)CSc2nnc(CNC(=O)c3ccco3)n2C)cc1,1%,2%,-2%,2,0,12,-1,-0.3%,-1%,-1%,1%
Cc1ccc2nc(COC(=O)CNC(=O)c3ccccc3)cn2c1,0%,-22%,5%,-2,.,8,-4,0.0%,.,.,6%
NC(=O)c1ccc(Nc2ccc3nonc3c2[N+](=O)[O-])cc1,2%,-8%,-3%,10,-1,-5,7,0.1%,0%,-6%,1%
COc1ccc(NC2CCCN(C(=O)COc3ccc(C)cc3)C2)cc1 (stereo unspecified),-1%,-10%,0%,-2,1,3,-7,-0.6%,7%,-4%,0%
C[C@H]1CN(CCc2ccccc2)C(=O)[C@@H]1CC(=O)NCc1ccccc1,0%,2%,6%,-2,2,3,6,2.4%,1%,.,12%
CCOc1ccc(CN(CC)C(=O)c2ccc3c(c2)[nH]c(=O)c(=O)n3CC)cc1OC,-1%,12%,-1%,-4,0,1,-2,-0.1%,.,0%,0%
Cc1ccc(NC(=O)N2CCCC(c3nc(-c4ccc(F)cc4)no3)C2)cc1 (stereo unspecified),-10%,5%,1%,-4,-1,-6,-19,-0.6%,0%,-3%,3%

# Grouped by structure: the entries above containing a thiophene ring, fused or not.
SMILES,USP2a inh,Eya2 phos inh,uPA generation,KCNH2 3.1 inh,FBPA coupling cs,hERG WT inh,Giardia kill,B2AR arrestin,PKM2 activator,GALK inhibitor,Chronic BCR inh
O=C(Oc1coc(CSc2nnc(NC(=O)c3cccs3)s2)cc1=O)c1ccccc1,0%,-2%,2%,16,7,-2,3,-0.5%,4%,-8%,-20%
CCOC(=O)c1c(NC(=O)COC(=O)CCNS(=O)(=O)c2ccccc2)sc(C(=O)N(C)C)c1C,1%,-4%,-3%,15,.,12,-4,-0.5%,.,.,?
O=S(=O)(NCc1cccs1)c1cccc(S(=O)(=O)N2CCCCC2)c1,-4%,-6%,-6%,-3,-2,5,-8,0.1%,6%,4%,-2%
CN(CC(=O)Nc1ccc(F)cc1)C(=O)COC(=O)Cc1cccs1,3%,-14%,2%,5,.,0,-2,0.1%,.,.,-20%
